Pf Dd2 growth = Plasmodium falciparum Dd2 growth inhibition. AID 1347417. P. falciparum Dd2 growth, SYBR Green, 72 h. Potency, µM (titrated, usually from 28.9 µM), inactives show at the highest dose activity, negative = inhibition, actives largely listed as inhibitors. actives 4.3% (n = 120,000); active = well fitted inhibition curve with a large enough effect; inconclusive = small, poorly fitted or top-dose-only effect; inactive = no such curve, though single readings can be large or run the other way;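 also: plate controls were DMSO vehicle for no effect and reference drug for full effect; nearly all actives have a fitted effect of over 65% in size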
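Readout: SYBR Green fluorescence, 485 nm excitation, 535 nm emission, after ~16 h lysis at 37C. Before that, Dd2-infected red cells (2.5% hematocrit) grew 72 h with compound, 29 uM top final concentration.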
Numbers without * were called inactive; i = inactive; ? = inconclusive; [ ] = dose if it differs, or a comment. Potency is read from the fitted curve at half-maximal effect. This is a subset; rates above refer to the full screens.

SMILES | Pf Dd2 growth
CCc1ccc(CNC(=O)CN2C(=O)CSc3c2c(C)nn3-c2ccccc2)cc1 | 6.6%
Cc1noc(C)c1[S+](=O)([O-])N1CCCCC12Cc1ccccc1NC2=O (stereo unspecified) | i
CCOC(=O)c1ccc(NC(=O)C(CC)Sc2nncn3c2cc2oc(C)cc23)cc1 (stereo unspecified) | 10µM*
CC1=C[C@@H](CNc2ccccn2)[C@H](C(C)C)C[C@H]1Cc1nnc(-c2ccc(C)cc2)o1 | ?
Cc1cccc(CN2CCCCCNC(=O)[C@@H]3CCC[C@@H]32)c1 | -27.1%
CN1[C@@H](CCC(=O)N2CCOCC2)CNC(=O)[C@@H]2[C@H]1CCN2C1CCCCC1 | -12.6%[44.1 µM]
COCCNC[C@@H]1C=C(C)[C@H](Cc2nnc(-c3ccc(N(C)C)cc3)o2)C[C@H]1C(C)C | 3.55µM*
O=C(Cn1ccnn1)N1CCC2(CCCN(CC3CC3)C2=O)C1 (stereo unspecified) | -4.6%
Cc1cccn2c(=O)c3cc(C(=O)NC(C)c4ccccc4)c(=N)n(CCOCCO)c3nc12 (stereo unspecified) | ?
O=C1Nc2ccc(-c3ccccc3F)cc2C(=O)N2CCN(C(=O)NC3CCCCC3)C[C@H]12 | ?
CCOc1ccccc1CNC(=O)CCn1c(=O)c2cccn2c2ccc(F)cc21 | 21.8%
Cc1ccc(S(=O)(=O)N2CCC(n3cnnc3-c3ccccc3)CC2)c(C)c1 | ?
COc1ccc(Cl)cc1-c1nc(C2CC(=O)N(c3ccc(F)cc3)C2)no1 (stereo unspecified) | 11.2µM*
CCc1ccc([S+](=O)([O-])c2nnn3c2nc(NCc2ccncc2)c2ccccc23)cc1 | ?
COc1cccc(CNC(=O)c2cc3c(-c4ccccc4F)nn(C)c3s2)c1 | -0.8%

Exported as labelled records: entries from further up
O=C1Nc2ccc(-c3ccccc3F)cc2C(=O)N2CCN(C(=O)NC3CCCCC3)C[C@H]12
  Pf Dd2 growth: ?

CCOc1ccccc1CNC(=O)CCn1c(=O)c2cccn2c2ccc(F)cc21
  Pf Dd2 growth: 21.8%

(listing goes on)
SMILES | Pf Dd2 growth
COc1ccc(C(=O)N2CCOCC3(CN(Cc4cc(F)ccc4F)C3)C2)cc1OC | ?
O=[S+]1([O-])NC2(CCN(Cc3ccc(OC(F)(F)F)cc3)C2)CNc2ccccc21 (stereo unspecified) | -1.1%
O=C(c1ccccc1)N1CCC(c2nnc3n2C(C(=O)N2CCN(c4ncccn4)CC2)CC3)CC1 (stereo unspecified) | 130.1%[activator]
COc1cccc(CNCCSc2nnnn2C)c1OCc1ccc(Cl)cc1 | ?
Cc1ccc(C(=O)N2CCCCCCNC(=O)CC2c2ccccc2)s1 (stereo unspecified) | ?
O=C(NC[C@H]1O[C@@H](CC(=O)N2CCCC2)[C@H](O)[C@@H]1O)c1cccc(F)c1 | 15.3%[44.1 µM]
COCC(=O)N1CCCC(C(=O)NCCCc2ccccc2)CCNC(=O)CC1 (stereo unspecified) | 10.4%
O=C(c1ccc(N2CC[C@H](O)C2)nc1)N1CCC(N2CCOCC2)CC1 | -7.4%
Cc1ccc(C(=O)NCCn2ccn3nc(-c4ccc(C)c(C)c4)cc3c2=O)cc1 | ?
COCCN(CCNC(=O)C1Cn2cccc2C(=O)N1C)Cc1ccco1 (stereo unspecified) | 3.1%
Cc1ccc(C)c(N2CCN(CCCNC(=O)c3ccc4nc(N5CCC(C)CC5)sc4c3)CC2)c1 | ?
CN(C)CCNC(=O)C(C)(C)Oc1nn(CC2CCOCC2)c2ccccc12 | ?
CC(Cn1cncn1)Nc1nc(-c2ccncc2)nc2c1cnn2C (stereo unspecified) | -8.7%
COc1ccc(N2CC(C(=O)Nc3ccccc3-c3nc(-c4ccc(C)cc4)no3)CC2=O)cc1 (stereo unspecified) | 14.3%
CCN1c2cc(C(=O)N3CCN(c4ccc(F)cc4)CC3)ccc2C(=O)N2CCCCC21 (stereo unspecified) | -10.8%

4 entries from above in a different format.
O=C(NC[C@H]1O[C@@H](CC(=O)N2CCCC2)[C@H](O)[C@@H]1O)c1cccc(F)c1
- Pf Dd2 growth = 15.3%[44.1 µM]

COCC(=O)N1CCCC(C(=O)NCCCc2ccccc2)CCNC(=O)CC1 (stereo unspecified)
- Pf Dd2 growth = 10.4%

O=C(c1ccc(N2CC[C@H](O)C2)nc1)N1CCC(N2CCOCC2)CC1
- Pf Dd2 growth = -7.4%

Cc1ccc(C(=O)NCCn2ccn3nc(-c4ccc(C)c(C)c4)cc3c2=O)cc1
- Pf Dd2 growth = ?

The list goes on:
SMILES | Pf Dd2 growth
Cc1ccc(-c2nnc(C3CN(C(=O)c4ccnn4C)CC34CCOCC4)o2)cc1 (stereo unspecified) | i
CCOc1ccccc1C(=O)N1CCN(c2cc(-c3ccc(OC)cc3)[nH]n2)CC1 | ?
O=C(O)CC1(CC(=O)N2CCN3C(=O)N(Cc4ccccc4)C(=O)[C@H]3C2)CCCC1 | ?
COc1cccc(C(=O)Nc2ccc3ncnc(N4CCCCC4)c3c2)c1 | i
CCOc1ccccc1CNC(=O)c1cc2cn(C3CCCC3)cc2s1 | 12.6µM*
O=C(NCCc1ccccc1)c1ccc(CS(=O)(=O)c2ccc(Cl)cc2)o1 | 0.5%
CCC(=O)N1CCCN(C)c2ccccc21 | 16.3%
Cc1cc(C(=O)NCC2CCCCC(=O)N2)n(C)n1 (stereo unspecified) | i
CS(=O)(=O)c1ccc(OCC2(CNC(=O)c3ccc(C#N)cc3)C[C@@H](O)[C@@H](O)C2)cc1 (stereo partly specified) | i
Cc1cccc(NC(=O)Cn2nc3c4ccccc4n(Cc4ccccc4)cc-3c2=O)c1 | i
COC(=O)c1ccc(NC(=O)Cn2nc(C(=O)Nc3ccc(C)cc3)ccc2=O)cc1 | i
CC(C)Cc1cc(C(=O)N2CCCC(c3ccc(C(=O)O)cc3)C2)nc(=O)[nH]1 (stereo unspecified) | -18.7%
O=C(Cn1nc2n(c1=O)CCCC2)NC1CCCC1 | -9.6%
CCN(CC)C(=O)c1sc2c(c1C)c(=O)n(-c1ccc(C)c(C)c1)c(=O)n2CC(=O)Nc1ccc(F)cc1 | ?
CCc1noc([C@@H]2CC(F)(F)CN2C(=O)CCn2nc(C)cc2C)n1 | 3.6%

More compounds
SMILES,Pf Dd2 growth
CCn1c2c(c(=O)n1-c1ccccc1)CCN(C(=O)c1scnc1C)C2,28.9%[44.1 µM]
CC(C)C(=O)N1CCC2(CC1)OC(=O)N(Cc1ccccc1)C2(C)c1ccccc1 (stereo unspecified),?
COc1nc2c(cc1CNC(=O)C1C(C)(C)C1(C)C)C(=O)N(C1CCCC1)C2,?
COc1ccc(NC(=O)c2ccco2)cc1NC(=O)c1c(OC)cccc1OC,8.3%
Cn1ccc(C(=O)N2CCC(c3nnc4n3C(C(=O)N3CCN(c5ncccn5)CC3)CC4)CC2)n1 (stereo unspecified),17.5%
Cc1ccc(CN2C(=O)[C@@H]3C[C@@H](O)CN3C3(CN(Cc4cccc(F)c4)C3)C2=O)o1,?
Cc1cc(C(=O)N2C[C@@H](CN3CCCCCC3)[C@@H](CO)C2)nc(C)n1,-11.4%
COc1ccc(CN[C@@H]2CCC[C@@H](C(=O)N3CCN(C)CC3)CC(=O)N(C)C2)cn1,-3.1%[44.1 µM]
CCC(C)NC(=O)CCCN1C(=O)CCn2nc(-c3cccn3C)cc21 (stereo unspecified),7.9%
COc1ccc(-c2cc(C(=O)NCC3CC3)c3c(C4CCCN4)noc3n2)cc1 (stereo unspecified),?
O=C1NCCCCCCN[C@H]2C[C@H](c3nc(-c4cnccn4)no3)C[C@@H]12,?
CCOc1ccc(NC(=O)c2cc3n(n2)CC(c2ccc(Cl)cc2)OC3)cc1 (stereo unspecified),i
O=C(OCc1ccccc1)N1CCOCC12CCN(Cc1ccccc1)CC2,?
Cc1ccc(-c2c(CN3CCN(c4cccc(C)c4)C(C)C3)csc2C)cc1 (stereo unspecified),?
CC(NC(=O)c1ccc2c(c1)OCO2)C(=O)N1CCN(c2ccccn2)CC1 (stereo unspecified),i
CC1=C(c2ccc(C)c(C)c2)S(=O)(=O)N=C1N1CCC(C(=O)NCCc2ccco2)CC1,-0.1%
CSCC1CCN(C(=O)CN2CC(c3ccccc3)CC2=O)CC1 (stereo unspecified),-3.0%
O=C(Nc1ccccc1)c1cn(-c2ccccc2)nc1-c1ccccc1,?
CCOc1ccccc1NC(=O)Cn1c(=O)n(CCC(C)C)c(=O)c2cccnc21,35.7%[activator]
CCCCn1cc(S(=O)(=O)c2ccc(OC)cc2)c(=O)c2cc(CC)ccc21,-21.2%
CNC(=O)Nc1ccc(C)n(CC(=O)N2CCN(c3cc(C)ccc3C)CC2)c1=O,i
CN(Cc1ccc(F)cc1)C1CCCc2ccccc21 (stereo unspecified),i
CCN(Cc1nc(C)no1)C(=O)c1cc(COc2cccc(F)c2)[nH]n1,-10.7%
CCOC(=O)c1cnc2cc(F)c(F)cc2c1Nc1ccccc1O,?
Cc1cccc(C)c1CN1CCC2(CC1)Cc1ccccc1CNC2=O,-3.2%
CCOC(=O)c1nc(Nc2ccc(C(=O)OCC(C)C)cc2)c2ccccc2n1,11.2µM*
O=C(NCc1ccccn1)c1csc(N2CCN(c3ccccc3)CC2)n1,i
COc1ccc(CNC(=O)N2CCCC(CN3CCCC3)CC2)cc1 (stereo unspecified),?
O=C(NCCc1ccccc1F)C1CN(c2cccc(Cl)c2)C(=O)N1 (stereo unspecified),-14.6%
CC(C)CNC(=O)N1C[C@@H](Oc2cccnc2)C[C@@H]1C(=O)N1CCOCC1,17.7%

Next section
SMILES,Pf Dd2 growth
CN(CC1CCOCC1)C(=O)Nc1ccc2c(c1)OCCO2,-17.1%
COCC(=O)NC1CCC12CCN(C(=O)Cc1ccccc1)CC2 (stereo unspecified),-12.0%
CCOc1ccc(NC(=O)NCCn2nnc3cc(S(=O)(=O)N(C)C)ccc32)cc1,8.7%
COc1ccc(C(=O)N2CCC3(CC2)CC(N(C(=O)c2ccccc2)C2CC2)CCO3)cn1 (stereo unspecified),i
Cc1noc(C)c1-c1cc2cc(CN(C)C)oc2c(-c2ccc([S+](C)(=O)[O-])cc2)n1,8.91µM*
O=C(c1ccsc1)N1CC(CO)C2(CCNCC2)C1 (stereo unspecified),-11.5%
O=C(Nc1ccc(F)cc1)c1cccn2nccc12,26.5%[44.1 µM]
Cc1c2cnn(-c3ccccc3)c(=O)c2c(C)n1CC(=O)NCCc1ccc(Cl)cc1,40.8%[activator]
O=C(c1ccc2c(c1)N(C(=O)c1ccccc1)CC2)N1CCN(c2ccc(Cl)cc2)CC1,-0.1%
C[S+](=O)([O-])N1CCn2c(nnc2-c2ccccc2)C1,-7.1%[44.1 µM]
CN(CCO)C[C@@H]1CN(C(=O)c2ccc3c(c2)CCC3)C[C@@H]1CO,-9.7%
COC(=O)[C@@H]1CN(C(=O)c2ccc(N(C)C)cc2)CCN1C(C)=O,i
CCc1nc(-c2c3n(c(=O)n(CC(=O)NC4CCCC4)c2=O)CCCC3)no1,-21.4%
COc1ccc(Cn2c(CCC(=O)NCc3cccc(Cl)c3)nc3cccnc32)cc1,43.7%[activator][5.79 µM]
CC(C)CN1C(=O)c2cccn2CC1CNC(=O)c1cccc(F)c1 (stereo unspecified),-24.2%
CCc1nc2ccccc2n1CCCCOc1ccc(C)cc1,?
Cn1nccc1C(=O)N1CCC2(CC1)CC(OCC1CC1)CCO2 (stereo unspecified),23.8%
CC(C)CCN1C[C@@H](NC(=O)c2cccnc2)C[C@H]1CO,i
COc1ccc(C(CNC(=O)c2cccc([N+](=O)[O-])c2)N2CCOCC2)cc1 (stereo unspecified),-7.3%
O=C(c1cc(COc2ccccc2F)[nH]n1)N1CCOCC1,2.6%
O=C(NCCc1ccc(Cl)cc1)c1nc(-c2cccc(C(F)(F)F)c2)c2ccccn12,?
CCOCC(=O)N1CCCCCCNC(=O)[C@@H]2C[C@@H](c3nc(-c4cccnc4)no3)C[C@@H]21,-4.3%
CNC(=O)Nc1ccc(C2(C(=O)N3CCN(c4ccccc4Cl)CC3)CCC2)cc1,8.5%
CCNC(=O)N1CCCC1c1noc(CCC(=O)NCC2CC2)n1 (stereo unspecified),4.4%
COc1cccc(N2C(=O)NC(=NC3CCCCC3)C23CCN(Cc2ccc(F)cc2)C3)c1 (stereo unspecified),-1.1%
O=C(O)C[C@@H]1CCN(C(=O)NC2CCCCC2)C[C@@H]1CCN1CCCCC1,i
CN(C)C(=O)c1ccc2cc[nH]c2n1,12.2%[44.1 µM]
O=C(Nc1ccccc1)N1CCn2c(nnc2C2CCCN2)C1 (stereo unspecified),13.8%
CCc1ccccc1NC(=O)c1nn(-c2ccc(C)cc2)c(=O)c2c1c1ccccc1n2C,i
CCc1c(C)nc2nncn2c1NCc1ccccc1,29.0%

Individual results from the results shown:
Pf Dd2 growth with O=C(c1cc(COc2ccccc2F)[nH]n1)N1CCOCC1 = 2.6%
Pf Dd2 growth with O=[S+]1([O-])NC2(CCN(Cc3ccc(OC(F)(F)F)cc3)C2)CNc2ccccc21 (stereo unspecified) = -1.1%
Pf Dd2 growth with CCc1nc(-c2c3n(c(=O)n(CC(=O)NC4CCCC4)c2=O)CCCC3)no1 = -21.4%

(list continues)
SMILES,Pf Dd2 growth
O=C(C1CN(S(=O)(=O)c2cccs2)CC12CCCCC2)N1CCCC1 (stereo unspecified),i
CC(C)NC(=O)C(NC(=O)c1ccc(F)cc1)C1CCN(C(=O)c2ccccc2F)CC1 (stereo unspecified),12.9%
CCc1ccc(C(=O)N2CCC(n3cnnc3COC)CC2)cc1,?
Cc1cn2nc(C(=O)NCCCc3ccccc3)cc2c(=O)[nH]1,7.94µM*
COCCCNC(=O)c1sc2nc(C)c(C(=O)Nc3ccc(C)cc3C)c(-c3ccccc3Cl)c2c1N,?

Screens from PubChem.
